ABCB6 inh 2: inhibitors of human ABC transporter ABCB6; K562-ABCB6 porphyrin accumulation, flow cytometry, 1 h; active compounds read low; fluorescence ratio to DMSO, % at 10 µM; Q9NP58; hit rate 0.19% among 360,000;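 active = fluorescence ratio to DMSO below 75%, the collection mean minus 3 SD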;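 note: signal is porphyrin accumulated inside mitochondria; 100% equals median channel fluorescence of DMSO control wells; lower ratio means ABCB6 inhibition with less porphyrin fluorescence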
m5-HT2A agonist: activates the mouse 5-HT2A serotonin receptor. activation, % at 7.6 µM. hit rate 0.66% among 360,000. P35363. CHO-K1 mHTR2A beta-arrestin complementation, luminescence; percent of 30 µM serotonin response;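 active = activation above a run cutoff, the mean activation of all tested compounds plus 3 SD, cut at about 14% in these data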;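 note: 0% = plate median of compound wells and 100% = 30 µM serotonin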
Target sequence (P35363 whole entry, looked up): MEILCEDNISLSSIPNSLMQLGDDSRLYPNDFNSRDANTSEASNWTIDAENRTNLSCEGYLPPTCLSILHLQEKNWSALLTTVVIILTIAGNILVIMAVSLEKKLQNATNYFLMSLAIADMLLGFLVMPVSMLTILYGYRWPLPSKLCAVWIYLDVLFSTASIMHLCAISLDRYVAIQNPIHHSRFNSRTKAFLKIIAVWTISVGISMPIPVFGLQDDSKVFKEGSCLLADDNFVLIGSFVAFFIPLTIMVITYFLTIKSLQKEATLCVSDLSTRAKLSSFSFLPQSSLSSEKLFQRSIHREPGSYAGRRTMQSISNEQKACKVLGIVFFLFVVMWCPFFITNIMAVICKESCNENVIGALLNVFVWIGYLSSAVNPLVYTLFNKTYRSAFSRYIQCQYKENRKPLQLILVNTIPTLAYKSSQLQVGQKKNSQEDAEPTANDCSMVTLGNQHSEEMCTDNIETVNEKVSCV
H9c2 protect: myocardial damage modulation in H9c2 cells | protection from H2O2 cell death, % at 20 µM | H9c2 cardiomyocytes, H2O2 injury protection, ATPLite, 2 h | hit rate 0.63% among 360,000 | AID 588492;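 active = compounds giving at least 50% protection of heart cells from peroxide-induced death in the single-dose screen, raw or plate-pattern-corrected value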;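 note: 0% = DMSO wells with peroxide and 100% = DMSO wells without peroxide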
MC4R antagonist: human MC4R antagonism in cAMP assay; inhibition, % at 6.5 µM; MC4R-expressing cells, MTII-stimulated cAMP, LANCE TR-FRET; hit rate 0.48% among 360,000; P32245; AID 540295;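 active = inhibition above its plate's cutoff, the mean of tested wells on that plate plus 3 SD, cut at about 29% in these data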;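 note: 0% = Melanotan II alone and 100% = Melanotan II plus saturating MCL0020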
Target sequence (P32245 whole entry, looked up): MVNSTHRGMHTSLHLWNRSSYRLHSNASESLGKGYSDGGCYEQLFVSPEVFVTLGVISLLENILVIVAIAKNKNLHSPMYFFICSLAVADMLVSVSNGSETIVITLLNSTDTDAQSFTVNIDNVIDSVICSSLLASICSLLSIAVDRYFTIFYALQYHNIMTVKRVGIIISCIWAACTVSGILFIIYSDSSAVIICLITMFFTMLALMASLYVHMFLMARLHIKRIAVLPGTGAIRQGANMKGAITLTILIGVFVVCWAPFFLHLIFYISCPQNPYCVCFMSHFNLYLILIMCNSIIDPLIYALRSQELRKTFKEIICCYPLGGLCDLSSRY
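Test system: U2OS cells stably expressing human melanocortin 4 receptor (MC4R); also added: Melanotan II challenge; compound: 6.5 µM single dose; timing: 30-min compound preincubation, 1-h Melanotan II challenge, 1-h detection, room temperature; signal: Eu-cAMP/anti-cAMP TR-FRET, emission 671 nm; repeats: one well per compound, no replicates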
hiPSC survival: hiPSC single-cell survival enhancement. ATPlite luminescence; 100% = ROCK inhibitor wells, 0% = DMSO. survival enhancement, % at 20 µM. hit rate 0.044% among 360,000. AID 602274; in the data active = survival enhancement above about 18%;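 note: cells exposed to compounds for 16 hours before the ATP read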
Exocytosis inh: lytic granule exocytosis inhibition; TALL-104 LAMP-1 surface exposure, flow cytometry; cells stimulated with thapsigargin and PMA; inhibition, % at 10 µM; hit rate 0.66% among 360,000; AID 651702;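 active = inhibition above about 55%, limit read from the data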
aDG glyco act: alpha-DG glycosylation activation | Pro5-aDG cells, alpha-DG glycosylation AlphaScreen (IIH6); 0% Pro5, 100% B10-LARGE cell signal | activation, % at 10 µM | hit rate 0.22% among 360,000;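 active = activation of at least 8% versus controls, or a plate z-score of at least 8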;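 note: Pro5 are CHO cells carrying HIG-tagged alpha-DG that lacks glycosylation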
Glyco luc inh: N-linked glycosylation inhibition. D54 ERlucT glycosylation luciferase reporter, 24 h; percent of 100 nM tunicamycin response. reporter increase, % at 12.5 µM. hit rate 0.23% among 360,000. AID 588692;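 active = mean luciferase reporter signal, scaled so untreated is 0 and the glycosylation-blocking control 100, at or above a set limit in every replicate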;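 note: luciferase carries N-glycosylation sites so blocking glycosylation raises the light; 0% = median of neutral control wells and 100% = median of 100 nM tunicamycin wells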
MC4R ag barr: activates human MC4R beta-arrestin recruitment; P32245; U2OS MC4R beta-arrestin complementation, luminescence; percent of melanotan II response, DMSO zero; activation, % at 8.9 µM; hit rate 0.98% among 360,000; AID 540308;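 active = activation above a per-plate cutoff, the mean activation of sample wells on that plate plus 3 SD, cut at about 8% in these data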
ABHD5-PLIN5 inh: ABHD5-PLIN5 protein interaction inhibition. Q00G26+Q8WTS1. Split G. princeps luciferase complementation, luminescence, 4 h. inhibition, % at 4 µM. hit rate 0.78% among 360,000. AID 602281;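 active = inhibition above the mean inhibition across every tested compound plus 3 SD, cut at about 22% in these data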;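 note: 0% = DMSO only wells and the 100% control is not disclosed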
Starred values were filed as active, the others as inactive; . = no result given.

SMILES	ABCB6 inh 2	m5-HT2A agonist	H9c2 protect	MC4R antagonist	hiPSC survival	Exocytosis inh	aDG glyco act	Glyco luc inh	MC4R ag barr	ABHD5-PLIN5 inh
CN(CCCC(=O)Nc1ccccc1F)S(=O)(=O)c1ccc(F)cc1	97	-7	-5	5	0.4	6	0.0	-2	0.6	-6
C#CCNC(=O)C1=C[C@H](c2csc3ccccc23)[C@@H](CCCO)[C@H](OCC)O1	91	0	1	-3	-0.7	-6	0.1	2	0.0	-1
COc1cc2cc(C(=O)O)n(C)c2c(OC)c1OC	94	1	5	4	-2.7	-1	-0.1	1	0.1	0
O=C(O)CCCCCn1c(SCc2cc(=O)n3cc(Cl)ccc3n2)nc2ccsc2c1=O	82	-2	9	-52	-0.4	1	-0.3	2	-0.5	-2
COc1ccc(-c2ccc(C(=O)Nc3cccc(C(C)=O)c3)c3occc23)c(C)c1	78	6	-18	13	-1.2	-6	1.1	-2	1.4	-3
COc1ccc2c(=O)c3c(=O)n(CCc4ccccc4)c(C)nc3oc2c1	103	-3	5	4	-0.8	2	-0.2	3	0.1	-5
CC1Cc2cc(S(=O)(=O)N3CCC(C(=O)N(C)Cc4ccccc4)CC3)ccc2N1C(=O)C1CC1 (stereo not drawn)	97	2	-10	3	-0.5	5	0.6	-3	-0.1	-1
c1ccc(-c2nc(NC3CC3)nc(-n3ccnc3)n2)cc1	99	4	-1	-5	1.1	-4	1.7	6	2.1	-1
Cc1ccc([N+](=O)[O-])cc1N(CC(=O)NCC1CCCO1)S(C)(=O)=O (stereo not drawn)	93	3	-12	1	-2.0	-1	-0.4	2	-2.4	-7
COc1ccc(CCNC(=O)c2cccc(S(=O)(=O)N3CCc4ccccc4C3)c2)cc1	90	1	-4	7	-0.5	0	0.6	-2	-2.1	0
O=C(CCN1CCN(c2ccccc2)CC1)NNC(=S)Nc1ccccc1Cl	99	8	-1	-4	-0.2	-1	1.1	2	-0.2	-6
CC(=O)Nc1ccc(C(=O)Cn2c3[n+](c4c(F)c(F)ccc42)CCCCC3)cc1	100	7	3	-4	0.8	-1	0.0	0	-0.1	-1
O=C(c1cc(-c2ccccc2Cl)on1)N1CCN(C(=O)c2ccco2)CC1	91	1	2	6	-1.7	0	0.0	-1	0.2	11
O=C(NCC(=O)N1CCCC1)c1ccccc1F	103	5	-7	19	0.1	6	0.0	-1	0.7	-5
CC1=NCCN1S(=O)(=O)c1cc([N+](=O)[O-])ccc1Cl	92	6	-1	11	-1.0	-3	0.2	3	0.9	0
COC(=O)[C@@]12C[C@@H](CC(=O)NCCC(C)C)C(=O)N(Cc3ccco3)C1=CCC(C)(C)C2	.	2	.	.	.	-11	-0.3	.	.	1
C=CCn1c(SCC(C)=O)nc2sc3c(c2c1=O)CCC3	102	6	-4	-8	0.0	0	-0.1	2	-1.0	3
CCc1c(C)nc2c(OC)cccc2c1SCCC(=O)O	95	-2	5	5	1.5	8	-0.1	1	-0.9	3
COc1ccc(NC(=S)N(CCO)Cc2ccccc2)cc1	96	1	-2	0	-0.3	-7	-0.1	0	-2.5	-10
O=C(NN=Cc1cc([N+](=O)[O-])ccc1O)c1cccc2ccccc12	95	-3	37	5	1.0	-16	0.8	-4	-2.1	1
O=C(CC(=O)c1ccccc1)c1ccccc1	99	0	23	2	1.2	-3	0.2	-1	1.3	3
O=C(NCc1ccncc1)c1ccc(NS(=O)(=O)c2ccccc2)cc1	101	1	-3	3	0.2	18	-0.2	-1	-1.1	-2
CCc1cc2c(=O)c(-c3nc4ccccc4[nH]3)coc2cc1OC(=O)N1CCOCC1	97	4	38	4	-0.7	7	-0.1	-4	0.4	2
COc1ccc(-c2c(-c3ccc(OC)c(F)c3)c3ccccc3n2C)cc1	99	2	-5	6	4.4	0	0.4	-2	-0.8	1
CCN(CC)CCCN=C(C)C1=C(O)c2ccccc2C1=O	101	2	1	-1	-0.8	0	0.0	-4	-2.6	3
Clc1ccc(C2=CSC3=NCCN23)c(Cl)c1	95	4	3	0	-0.6	-6	0.0	0	2.6	4
CCc1ccc2nc(N3C(=O)C(O)=C(C(=O)c4ccco4)C3c3cccs3)sc2c1 (stereo not drawn)	297	1	-3	-1	-2.4	-1	0.3	0	0.7	-1
CCOC(=O)c1cnc2c(C#N)cnn2c1N	104	4	1	7	-0.3	-5	0.2	3	3.0	2
Cc1ccc(NC(=O)CN(C)C(=O)CCOc2ccccc2C)cc1	99	0	-2	6	1.4	-4	-0.2	2	1.6	-2
O=[N+]([O-])c1ccc(N2CCN(c3ccccn3)CC2)c(Cl)c1	88	0	-8	-2	-0.1	51	0.0	-6	-1.4	-5
COc1ccccc1-n1ccnc1SCC(=O)NCC1CCCO1 (stereo not drawn)	99	8	-2	5	-0.2	-1	0.2	1	-3.5	2
c1ccc2sc(N3CCOCC3)nc2c1	105	0	-1	3	0.6	-3	0.0	2	0.9	2
COc1ccc([N+](=O)[O-])cc1N(CC(=O)NC(C(C)C)C(C)C)S(C)(=O)=O	101	2	0	11	4.2	32	-0.1	0	-1.9	0
Cc1cccc(N=Cc2cc(Br)cc(Cl)c2O)c1	99	-2	54*	7	-0.4	8	0.0	0	-0.9	6
Cc1ccc2nc(SCC(=O)c3c(N)n(C4CC4)c(=O)[nH]c3=O)[nH]c2c1	97	3	-3	12	0.2	36	-0.1	2	0.5	2
CCOC(=O)c1cc(=O)n2[nH]c(-c3ccc(C)cc3)cc2n1	98	2	2	15	7.2	-1	0.3	0	-0.2	-1
CN(C)S(=O)(=O)c1cccc(NC(=S)N(CCC#N)Cc2cccnc2)c1	96	2	2	3	-0.5	-2	-0.1	2	-0.3	-3
COC(=O)[C@H](Cc1ccc(O)cc1)NC(=O)Cn1ccc(NC(=O)OCc2ccccc2)nc1=O	97	5	5	9	7.5	-2	0.0	2	-0.5	6
COc1ccc(CCNC(=O)c2cc(-c3ccncc3)nc3c(Cl)cccc23)cc1OC	106	-4	18	5	0.0	2	-0.4	1	-2.6	3
CC1CCC2(CC1)NC(=O)N(NC(=O)CCl)C2=O (stereo not drawn)	100	-1	15	15	-1.1	-1	0.2	0	0.2	-1
Cc1ccc(Nc2nc3ccccc3s2)c(C)c1	94	-1	-12	-5	-1.9	-3	-0.1	-15	-1.1	-16
Cc1nn(CC(=O)N2CCC(C(N)=O)CC2)c(=O)c2nn(-c3ccccc3)c(C)c12	95	-3	-1	9	-0.2	15	-0.2	1	-2.3	-6
O=C(NC1CCCCCC1)c1ccc(=O)n(Cc2ccccc2)n1	100	-2	-2	15	-0.4	6	-0.1	-3	-2.2	0
Clc1ccc2c(c1)-c1ccccc1C1=NCCN12	97	5	-1	-13	0.7	3	-0.3	-7	-2.5	1
O=C(O)CCSc1nnc(COc2ccc([N+](=O)[O-])cc2)n1-c1ccccc1	101	-1	-4	-1	0.5	2	0.5	2	-1.7	-2

Compounds above with a COOH group, in the order listed:
SMILES	ABCB6 inh 2	m5-HT2A agonist	H9c2 protect	MC4R antagonist	hiPSC survival	Exocytosis inh	aDG glyco act	Glyco luc inh	MC4R ag barr	ABHD5-PLIN5 inh
COc1cc2cc(C(=O)O)n(C)c2c(OC)c1OC	94	1	5	4	-2.7	-1	-0.1	1	0.1	0
O=C(O)CCCCCn1c(SCc2cc(=O)n3cc(Cl)ccc3n2)nc2ccsc2c1=O	82	-2	9	-52	-0.4	1	-0.3	2	-0.5	-2
CCc1c(C)nc2c(OC)cccc2c1SCCC(=O)O	95	-2	5	5	1.5	8	-0.1	1	-0.9	3
O=C(O)CCSc1nnc(COc2ccc([N+](=O)[O-])cc2)n1-c1ccccc1	101	-1	-4	-1	0.5	2	0.5	2	-1.7	-2

Part of the list above, limited to m5-HT2A agonist, Glyco luc inh and H9c2 protect.
molecule	m5-HT2A agonist	Glyco luc inh	H9c2 protect
c1ccc2sc(N3CCOCC3)nc2c1	0	2	-1
COc1ccc([N+](=O)[O-])cc1N(CC(=O)NC(C(C)C)C(C)C)S(C)(=O)=O	2	0	0
Cc1cccc(N=Cc2cc(Br)cc(Cl)c2O)c1	-2	0	54*

The listing continues:
SMILES	ABCB6 inh 2	m5-HT2A agonist	H9c2 protect	MC4R antagonist	hiPSC survival	Exocytosis inh	aDG glyco act	Glyco luc inh	MC4R ag barr	ABHD5-PLIN5 inh
CC(C)[C@H]1COCCS(=O)(=O)N1Cc1ccccc1F	98	-3	-3	5	0.7	-1	0.2	0	-0.9	4
Nc1nnc(-c2ccccc2[N+](=O)[O-])o1	100	26*	8	4	0.7	-2	0.0	2	-1.8	-2
O=C(c1ccc2c(c1)OCO2)N1CCC(Cc2ccccc2)CC1	99	3	2	-2	-0.5	1	-0.1	-7	0.5	-2
Cc1cc(Br)ccc1NC(=O)c1sc2ncn(CC(=O)N3CCN(c4ccccn4)CC3)c(=O)c2c1C	99	5	-1	6	0.0	2	0.0	0	-1.2	3
CC1=CC(=O)C(C(C)=Nc2ccccc2Cl)C(=O)O1 (stereo not drawn)	106	2	2	-5	-0.2	-5	0.0	2	-0.6	1
COc1ccc2nc(SCC(=O)NCc3ccc(F)cc3)[nH]c2c1	97	9	6	10	-0.1	9	0.1	0	-2.1	-1
CC(=O)N1CCN(C(=O)c2ccco2)CC1	98	3	-7	6	-0.2	-14	0.0	2	0.6	1
O=C(Nc1cccnc1)c1ccc(Cl)c(S(=O)(=O)N2CCCCC2)c1	95	0	2	4	1.8	-1	0.1	0	-3.0	-6
CC(C)n1nnnc1SCC(=O)NNC(=O)C1CCCCC1	95	5	6	8	1.3	-1	-0.1	1	0.6	2
CCc1c(C)c(C#N)c2nc3ccccc3n2c1NCc1ccccn1	95	-2	-4	4	-1.1	14	-0.1	3	-2.3	0
CCOC(=O)Cc1ccc(Nc2nc(NC)nc3ccsc23)cc1	99	2	0	-12	-1.2	-2	0.9	2	-1.0	8
C=CCn1c(SCC(=O)Nc2c(C)nn(Cc3ccccc3)c2C)nnc1C(O)c1ccccc1 (stereo not drawn)	92	9	3	6	5.3	-4	0.9	1	-0.6	-2
COc1ccc(N2CCN(C(=N)/C(C(C)=O)=C(\C)O)CC2)cc1	101	1	-3	5	1.4	0	-0.1	-1	0.3	-5
O=C(Nc1ccc(SC(F)F)cc1)C1CC(=O)N(Cc2ccccc2)C1 (stereo not drawn)	97	-5	-3	10	-0.1	3	0.3	-1	-1.6	0
CC(=O)Nc1cccc(OC(=O)N2CCOCC2)c1	101	-1	-4	9	12	4	0.2	3	-0.6	3
c1ccc(-n2nnnc2SCCCSc2nc3ccccc3s2)cc1	88	-2	-8	3	-1.8	6	-0.1	0	-1.5	-9

High-throughput results deposited in PubChem by several laboratories.
